Screening data (PubChem)
EPAC1 ag = EPAC1 (human) agonism; O95398; EPAC1 agonist qHTS, biochemical assay; response scale: 100% = response to 6.5 mM cAMP; Potency, µM (doses to about 154 µM), for the others: top-dose activation, hits mostly activators; 0.073% of 360,000 active; further: potency means the concentration at half of the fitted maximal effect; nearly all actives have a fitted effect of over 60% in size
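Read-out is the fluorescence drop as BODIPY-GDP leaves Rap1B (480 nm excitation, 540 nm emission), recorded every 5 minutes over 30 minutes. Reactions held 100 nM EPAC1, 250 nM Rap1B–BODIPY-GDP and 50 uM GDP, with 6.5 mM cAMP setting full activation.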
FUS yeast rescue = suppressors of FUS proteinopathy in yeast; Potency, µM (series often up to 76.6 µM), for the others: top-dose growth rescue (activation), actives largely listed as activators; 0.24% of 390,000 active; S. cerevisiae FUS-expressing, growth rescue, OD600, 24 h;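 further: potency means the concentration at half of the fitted maximal effect; plate controls were DMSO vehicle for no effect and reference control for full effect; nearly all actives have a fitted effect of over 55% in size; some results filed as inactive show a strong effect at the top dose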
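Yeast expressing FUS under galactose induction, OD 0.005 in 2% galactose medium; compounds in a dilution series, 24 h at 30C. Growth rescue by absorbance at 600 nm; CP55940 positive control, DMSO negative.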
Abeta rescue = compounds reversing amyloid beta toxicity in yeast; Potency, µM (series often up to 46.1 µM), without a hit: at the top dose growth rescue, actives largely listed as activators; AID 1347071; 0.063% of 410,000 active; yeast expressing A-beta42, growth rescue, OD600, 48 h; response scale: 0% DMSO, 100% iron-clioquinol control; further: potency means the concentration at half of the fitted maximal effect; nearly all actives have a fitted effect of over 55% in size
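Yeast growth medium received pinned compounds, then yeast cells expressing toxic A-beta were added; plates incubated at 30 C for 48 hr. Growth read as absorbance at 600 nm, normalized to DMSO and equimolar FeCl3 plus clioquinol controls.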
PLK1 PBD block = blocks phosphopeptide binding to human PLK1 polo-box domain | AID 720504 | 2.8% of 360,000 active | Potency, µM, without a hit: max response, negative = inhibition, most hits filed as inhibitors | Plk1 PBD binding of FITC phosphopeptide, fluorescence polarization; further: potency means the concentration at half of the fitted maximal effect; series mostly up to about 57 µM; on the % scale 0 is the no-effect control and ±100 the full control effect; nearly all actives have a fitted effect of over 65% in size
WRN helicase inh = blocks human WRN helicase; Potency, µM (highest dose often 114 µM), for inactives: at the top dose activity change, negative = inhibition, hits mostly inhibitors; 0.46% of 360,000 active; WRN helicase unwinding, fluorescent forked duplex, kinetic; AID 651768; Q14191; further: potency means the concentration at half of the fitted maximal effect; on the % scale 0 is the no-effect control and ±100 the full control effect; nearly all actives have a fitted effect of over 55% in size
Target sequence (Q14191 whole entry, looked up): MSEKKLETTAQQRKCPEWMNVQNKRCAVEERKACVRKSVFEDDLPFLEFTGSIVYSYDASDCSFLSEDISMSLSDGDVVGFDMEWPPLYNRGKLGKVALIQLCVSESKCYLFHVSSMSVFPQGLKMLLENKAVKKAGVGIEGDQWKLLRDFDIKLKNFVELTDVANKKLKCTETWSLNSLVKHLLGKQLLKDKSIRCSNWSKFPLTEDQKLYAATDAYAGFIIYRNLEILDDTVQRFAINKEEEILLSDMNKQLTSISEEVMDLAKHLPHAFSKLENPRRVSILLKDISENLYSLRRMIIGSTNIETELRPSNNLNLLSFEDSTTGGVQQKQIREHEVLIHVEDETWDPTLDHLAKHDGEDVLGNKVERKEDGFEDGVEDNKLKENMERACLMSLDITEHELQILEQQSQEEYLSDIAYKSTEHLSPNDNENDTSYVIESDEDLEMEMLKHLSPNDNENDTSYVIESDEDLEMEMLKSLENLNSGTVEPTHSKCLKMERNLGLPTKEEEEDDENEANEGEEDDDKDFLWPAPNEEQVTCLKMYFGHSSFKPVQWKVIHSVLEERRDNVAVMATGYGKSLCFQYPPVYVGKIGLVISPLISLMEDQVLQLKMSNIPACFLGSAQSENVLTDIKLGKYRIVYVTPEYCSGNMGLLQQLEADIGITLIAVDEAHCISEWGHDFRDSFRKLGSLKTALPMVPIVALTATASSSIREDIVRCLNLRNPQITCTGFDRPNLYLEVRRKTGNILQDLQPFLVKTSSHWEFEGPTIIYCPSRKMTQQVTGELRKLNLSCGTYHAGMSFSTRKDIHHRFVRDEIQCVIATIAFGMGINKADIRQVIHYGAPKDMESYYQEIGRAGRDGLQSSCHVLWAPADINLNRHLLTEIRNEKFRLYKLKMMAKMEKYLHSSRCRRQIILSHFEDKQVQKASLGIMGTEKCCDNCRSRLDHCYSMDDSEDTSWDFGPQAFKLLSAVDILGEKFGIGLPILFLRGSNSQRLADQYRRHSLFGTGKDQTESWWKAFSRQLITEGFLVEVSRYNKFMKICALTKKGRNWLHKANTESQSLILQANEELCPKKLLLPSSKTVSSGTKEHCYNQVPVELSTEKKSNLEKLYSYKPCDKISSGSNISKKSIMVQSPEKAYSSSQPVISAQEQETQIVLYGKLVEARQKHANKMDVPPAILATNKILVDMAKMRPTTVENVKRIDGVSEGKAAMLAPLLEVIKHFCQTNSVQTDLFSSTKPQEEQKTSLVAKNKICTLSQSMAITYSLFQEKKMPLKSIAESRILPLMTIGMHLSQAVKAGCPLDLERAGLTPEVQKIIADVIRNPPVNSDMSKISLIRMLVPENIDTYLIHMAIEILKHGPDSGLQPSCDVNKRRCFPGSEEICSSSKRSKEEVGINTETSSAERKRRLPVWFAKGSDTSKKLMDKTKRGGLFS
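WRN at 20 nM final preincubated with compound 15 min at room temperature; reaction started with 100 nM fluorophore/quencher forked duplex oligonucleotide and 2 mM ATP final. Unwinding followed kinetically by red fluorescence (ex 525, em 598 nm).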
IL-2 act = activators of IL-2. IL-2 activation reporter assay, cell-based qHTS; stimulated with anti-CD3/CD4/CD28 beads; in transgenic mouse T cells. activation, % (series mostly up to about 46 µM). 0.065% of 360,000 active. AID 652025; in the data active means activation above about 50%; inconclusive means mostly about 30% to 49%; further: 0% is about no effect
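Quantitative HTS in unstimulated transgenic mouse T cells, with memory T cells as non-tolerant control and PMA/ionomycin as tolerance-bypass control. Compound pretreatment lasted 60 minutes before 18 h bead stimulation; EGFP/DsRed fluorescence read.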
EPAC1 antag = antagonists of human EPAC1. Potency, µM (highest dose often 115 µM), for inactives: at the highest dose activity change, negative = inhibition, usual class: inhibitors. O95398. 0.14% of 360,000 active. EPAC1 GEF assay, Rap1b-BODIPY-GDP exchange fluorescence;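 further: potency means the concentration at half of the fitted maximal effect; plate controls were vehicle for no effect and positive control for full effect; nearly all actives have a fitted effect of over 50% in size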
PI5P4K alpha inh = inhibitors of human PI5P4K alpha; PI5P4Kalpha enzyme, ADP-Glo luminescence, 60 min; stronger effect = lower value; max response, %; 1.2% of 330,000 active; P48426; active means max response of -50% or lower; inconclusive means between -30% and -50%; inactive means -30% or higher; further: value at the top dose of about 77 µM; on the % scale 0 is the no-effect control and ±100 the full control effect
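PI5P4Kalpha ADP-Glo assay; 5 microM ATP final; 60 min RT reaction; HEPES pH 7.4/EGTA/CHAPS, 5% DMSO; controls lacking substrate or enzyme; luminescent end-point.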
The depositor's hits bear a star; ? = inconclusive; / = no result given; & = joins results of further samples; [ ] = remark or other dose. Unless noted, the call rests on the fitted dose curve; in most records, active means well fitted curve in the direction sought with a large enough effect; inconclusive means small, poorly fitted or top-dose-only effect, or another doubt; inactive means no such curve, though single readings can be large; an effect the other way counts as inactive or inconclusive.

item | structure | EPAC1 ag | FUS yeast rescue | Abeta rescue | PLK1 PBD block | WRN helicase inh | IL-2 act | EPAC1 antag | PI5P4K alpha inh
1 | COc1ccc(S(=O)(=O)N2CCC(C)CC2)cc1Br | 11.4% | 21.6% | -9.2% | -14.0% | 0.5% | -1.7 | -4.9% | -9.0
2 | CCCOc1ccc(C(=O)NCCO)cc1 | -2.0% | 10.2% | 6.0% | -12.0% | 9.0% | -0.9 | -15.0% | 0.2
3 | C=CCN1CCCC1CNC(=O)c1cc2[nH]nnc2cc1OC (stereo unspecified) | -13.0% | -26.9% | 6.2% | -3.8% | -7.2% | 0.0 | -4.2% | 7.7
4 | Cc1ccc(C(=O)Oc2ccc(C(=S)N3CCOCC3)cc2)cc1 | 5.2% | -8.7% | -10.0% | ? | 16.7% | -1.8 | 13.4% | 2.0
5 | COc1ccc(S(=O)(=O)N2CCN(Cc3ccccc3OC)CC2)cc1 | 17.8% | -14.0% | 3.1% | -1.3% | 5.5% | -2.0 | 1.2% | 4.2
6 | CN(CCOc1ccc(Cl)cc1)C(=O)c1ccc2c(=O)n3c(nc2c1)CCC3 | 1.1% | 18.5% | -1.1% | -5.2% | 9.1% | -4.2 | 1.0% | -2.7
7 | CN(C)C(=O)c1ccc(NC(=O)c2sccc2-c2ccccc2)cc1 | 0.1% | 0.8% | 4.6% | -2.0% | 2.1% | -3.7 | -5.3% | -10.3
8 | COCCCN1CC(=O)N2C(c3ccccc3)c3[nH]c4ccccc4c3C[C@H]2C1=O (stereo partly specified) | -3.4% | 14.2% | -5.3% | 4.5% | -2.4% | -2.1 | -27.7% | 13.7
9 | Cc1ccc(N(C(=O)c2csnn2)C(C(=O)NC(C)(C)C)c2cccs2)cc1 (stereo unspecified) | -3.5% | 8.8% | 14.5% | -0.4% | -14.1% | -0.7 | 7.4% | /
10 | CCN(CC(=O)Nc1c(F)cccc1F)C(=O)COc1cccc2c1OC(C)(C)C2 | -0.2% | -3.0% | -6.9% | 4.3% | -0.2% | -0.6 | -4.8% | 0.7
11 | Cc1ccc(C(=O)CSc2ccc(-c3ccncc3)nn2)cc1 | 1.4% | 20.8% | 7.2% | -0.9% | -8.2% | 1.3 | 0.6% | -3.2
12 | NC(=O)CSc1nc2c(sc3ccccc32)c(=O)n1CCCN1CCOCC1 | -12.8% | 11.1% | 25.6% | -3.2% | 10.8% | 1.5 | 12.9% | 1.1
13 | O=C(CNC(=O)c1ccccc1F)OC(C(=O)Nc1cc(C(F)(F)F)ccc1Cl)c1ccccc1 (stereo unspecified) | 4.6% | -22.0% | ? | -8.6% | -0.9% | 0.8 | -1.8% | -1.4
14 | COc1ccc(CC(N)c2csc(NC(=O)Nc3ccccc3-c3ccccc3)n2)cc1 (stereo unspecified) | -4.4% | ? | -10.0% | -1.1% | -6.1% | -0.7 | -8.5% | 4.9
15 | CC(O)(c1ccccc1)c1nc(-c2cccc(C(=O)O)c2)cs1 (stereo unspecified) | 3.6% | 10.8% | -4.7% | -10.2% | 3.9% | -0.3 | -19.1% | 2.8
16 | CCOC(=O)c1sc2nccc(N(C)C)c2c1N=CNOC | 5.4% | -17.5% | -2.8% | 15µM* | 3.8% | 3.7 | -1.3% | -6.1
17 | CCN1CCN(Cc2ccc(NC(=O)c3cc(NC(=O)c4cc(-c5ccc(OC)cc5)n[nH]4)cc(OC)c3)cc2C(F)(F)F)CC1 | 8.8% | 28.2µM* | -1.2% | -3.7% | 1.1% | -0.3 | -12.1% | -66.7*
18 | Cc1cccc(NC(=O)c2nc[nH]c2C(=O)N[C@H](C)c2ccccc2)c1 | -20.5% | -0.9% | 5.7% | 9.5% | -9.9% | -0.8 | -16.9% | 33.7
19 | O=C(Nc1ccccc1C(F)(F)F)C1CC(=O)N(c2ccccc2F)C1 (stereo unspecified) | 5.0% | 15.1% | 13.0% | -8.5% | 2.9% | -1.4 | 4.5% | /
20 | Cc1ccccc1N(CC(=O)NCCc1ccccc1)C(=O)c1ccc(N2CCCC2)nc1 | 3.7% | 6.5% | 20.0% | -0.4% | -3.7% | -1.1 | -6.7% | 2.1
21 | CC(=O)N1CCOc2ccc(S(=O)(=O)NCc3ccc(Cl)cc3)cc21 | 0.9% | 9.3% | 7.4% | -13.3% | 8.6% | -2.7 | 7.9% | 3.7
22 | CC1(NC(=O)Cc2c(Cl)cccc2Cl)CCS(=O)(=O)C1 (stereo unspecified) | 6.8% | 0.9% | 7.7% | 1.9% | -2.1% | 0.1 | 5.8% | 0.8
23 | Cn1c(N)c(C(=O)COC(=O)c2ccccc2C(=O)c2ccc(Cl)cc2)c(=O)n(C)c1=O | 9.8% | ? | 8.1% | -2.4% | -2.9% | -0.6 | -9.4% | 0.9
24 | C/C(=N\NC(=O)c1cc(-c2ccccc2C)nc2ccccc12)c1cccnc1 | -3.4% | / | -2.1% | 0.0% | -15.5% | -2.7 | -4.6% | 5.8
25 | CC(C)c1ccc(NC(=O)C2CC3CCC2C3)cc1 (stereo unspecified) | 8.5% | 2.6% | 8.8% | -1.6% | -3.7%[57.1 µM] | 0.2 | -18.5% | 9.4
26 | COc1ccc(C(=O)Nc2ccccc2C(=O)Nc2ccccc2)cc1 | 3.8% | 0.3% | -13.2% | -0.3% | 28.4% | 4.1 | -1.3% | 0.9
27 | NC(=O)c1ccc(OCC2CCCO2)cc1 (stereo unspecified) | 1.6% | -17.0% | 15.6% | -5.4% | 1.0% | -3.4 | 8.2% | -0.2
28 | CCOC(=O)c1sc(NC(=O)Nc2ccccc2F)nc1C | -3.6% | 19.5% | -3.4% | -7.5% | 4.1% | 0.6 | 4.3% | 3.1
29 | Cc1cc(C)n2c(SCCN3C(=O)c4ccccc4C3=O)nnc2n1 | 0.9% | -10.5% | -1.6% | ? | 6.2% | 0.8 | -9.2% | 4.1
30 | CCCCN1C(=O)C(CC(=O)NCCN2CCOCC2)CC(C(=O)N(C)C)=C1C (stereo unspecified) | -10.4% | -7.6% | 2.4% | -7.4% | -6.1% | -2.1 | -5.8% | 0.0

Arranged by the number under EPAC1 ag (high to low): some entries from above
cpd | canonical_smiles | EPAC1 ag | FUS yeast rescue | PLK1 PBD block | WRN helicase inh | EPAC1 antag | PI5P4K alpha inh
23 | Cn1c(N)c(C(=O)COC(=O)c2ccccc2C(=O)c2ccc(Cl)cc2)c(=O)n(C)c1=O | 9.8% | ? | -2.4% | -2.9% | -9.4% | 0.9
27 | NC(=O)c1ccc(OCC2CCCO2)cc1 (stereo unspecified) | 1.6% | -17.0% | -5.4% | 1.0% | 8.2% | -0.2
11 | Cc1ccc(C(=O)CSc2ccc(-c3ccncc3)nn2)cc1 | 1.4% | 20.8% | -0.9% | -8.2% | 0.6% | -3.2
21 | CC(=O)N1CCOc2ccc(S(=O)(=O)NCc3ccc(Cl)cc3)cc21 | 0.9% | 9.3% | -13.3% | 8.6% | 7.9% | 3.7
24 | C/C(=N\NC(=O)c1cc(-c2ccccc2C)nc2ccccc12)c1cccnc1 | -3.4% | / | 0.0% | -15.5% | -4.6% | 5.8

Back to the main list, starting two compounds before the break.
item | structure | EPAC1 ag | FUS yeast rescue | Abeta rescue | PLK1 PBD block | WRN helicase inh | IL-2 act | EPAC1 antag | PI5P4K alpha inh
29 | Cc1cc(C)n2c(SCCN3C(=O)c4ccccc4C3=O)nnc2n1 | 0.9% | -10.5% | -1.6% | ? | 6.2% | 0.8 | -9.2% | 4.1
30 | CCCCN1C(=O)C(CC(=O)NCCN2CCOCC2)CC(C(=O)N(C)C)=C1C (stereo unspecified) | -10.4% | -7.6% | 2.4% | -7.4% | -6.1% | -2.1 | -5.8% | 0.0
31 | COCC(C)NC(=O)c1cc(-c2ccccc2OC)on1 (stereo unspecified) | 0.6% | -21.2% | -0.6% | -0.8% | -4.8% | -0.8 | 0.2% | /
32 | O=S(=O)(c1ccccc1)c1nc(-c2cccc(Cl)c2)oc1N1CCOCC1 | 8.3% | 10.1%&34.6% | 1.9%&5.5% | -11.7% | -8.5% | -1.6 | -1.6% | -0.7
33 | COc1ccc(C(=O)OCC(=O)NCCCc2ccccc2)c(OC)c1 | 8.5% | -2.3% | 3.6% | -12.1% | 5.5%[57.1 µM] | 4.1 | 1.8% | 9.6
34 | O=C(Nn1c(SCc2ccc(F)cc2)nc2ccsc2c1=O)c1ccccc1 | 15.1% | / | -8.8% | -10.0% | ? | -2.5 | 2.3% | 9.9
35 | COc1cc(/C=N/OCC(=O)NC23CC4CC(CC(C4)C2)C3)ccc1OCc1ccccc1 | 4.5% | 16.3% | 9.1% | -0.4% | -12.2% | -1.6 | -15.5% | 1.4
36 | COc1ccccc1C#CC1=CC(=O)C[C@H](c2ccc(F)cc2)C1 | 5.7% | 15.1% | 3.6% | -14.6% | -6.3% | -2.3 | -4.0% | 2.1
37 | CN(/N=C/C=C/c1ccccc1)c1cc(=O)n(C)c(=O)[nH]1 | 7.0% | / | -15.2% | -7.4% | -26.1% | 0.2 | -2.8% | 4.9
38 | Cn1c(SCC(=O)Nc2nccs2)nnc1-c1cccnc1 | -3.3% | -9.5% | -1.9% | -6.9% | 2.4% | -0.5 | 17.3% | -0.3
39 | CC(C)(C)S(=O)(=O)/C(C#N)=N/Nc1ccc(Cl)cc1 | 0.8% | 1.5% | -69.3%[inhibitor] | -15.2% | -9.0% | -3.8 | -20.4% | 0.9
40 | COc1cccc(C2NC(c3cccc(OC)c3O)C(C)C(=O)C2C)c1O (stereo unspecified) | -2.0% | 28.2% | -5.9% | -1.9% | -4.4% | 0.9 | 19.4% | /
41 | O=C(CN1C(=O)c2ccccc2C1=O)OCCOCCN=C1NS(=O)(=O)c2ccccc21 | -5.3% | -18.9% | -2.3% | 1.1% | -2.6% | -3.2 | -4.7% | 4.1
42 | O=C(NCCc1ccc(Cl)cc1)C1CCC(=O)N1Cc1ccccc1Cl (stereo unspecified) | 4.9% | 41.1% | 19.4% | -10.4% | -3.4% | -2.2 | -6.4% | /
43 | O=C(NCc1ccc(OC(F)(F)F)cc1)C1CC(c2ccccc2C(F)(F)F)=NO1 (stereo unspecified) | -30.6%[inhibitor] | 26.8% | -37.5%[inhibitor] | -5.0% | -1.1% | 1.8 | -21.0% | 5.4
44 | CCc1c(C)c(C#N)c2nc3ccccc3n2c1NC | 0.3% | 10.9% | -0.9% | -7.3% | -3.0% | 1.4 | 3.8% | 0.0
